EBNA-1 inhibitor: EBNA-1 DNA-binding inhibitors, primary screen, biochemical, fluorescence polarization | 300,000 tested, 0.34% active | inhibition, % at 14.8 µM; in the data active = inhibition above about 28%
RPL19A TOR yeast: RPL19A-GFP expression modulators in yeast, primary screen, cell-based, S. cerevisiae, multiplex flow cytometry, MLPCN | S. cerevisiae RPL19A-GFP strain, 3 h; hits give low values | percent response vs DMSO, % at 10 µM | 330,000 tested, 0.3% active | AID 2025, 2009;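 active = percent response vs DMSO below 50%; inconclusive = fewer than 70 events counted for the yeast strain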;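 also: median channel GFP fluorescence of the barcoded RPL19A-GFP strain; ratio of sample median GFP to plate DMSO average so 100% = DMSO; lower means less RPL19A-GFP as with rapamycin TOR inhibition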
ZTA DNA inh: ZTA (EBV) inhibition in EBNA-1 counter-screen. ZTA-DNA binding, fluorescence polarization. inhibition, % at 11 µM. 320,000 tested, 0.15% active. AID 2234; in the data active = inhibition above about 33%
AHR act: AHR activators, primary screen, cell-based, luminescence, luciferase reporter, human; AHR-responsive luciferase reporter cells; activation, % at 5 µM; 320,000 tested, 2.5% active; AID 2796, 2010; in the data active = activation above about 47%;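 also: 0% = vehicle wells and 100% = reference agonist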
MEP2 TOR yeast: modulators of MEP2-GFP levels in yeast, primary screen, S. cerevisiae, multiplex flow cytometry, MLPCN library; GFP response vs DMSO, % at 10 µM; S. cerevisiae MEP2-GFP strain, 3 h; 100% = DMSO control level; 330,000 tested, 0.51% active;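 active = GFP response versus DMSO above a set limit, roughly screen mean plus 3 SD, cut at about 180% in these data; inconclusive = fewer than 70 cells counted for a yeast strain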;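 also: median GFP fluorescence of the barcode-gated MEP2-GFP cells per well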
procasp7 counter: procaspase-7 activators, primary screen, counter-screen for procaspase-3 activator project, biochemical, absorbance, HTS, human; Caspase-7 (Homo sapiens), P55210; recombinant procaspase-7, Ac-DEVD-pNA absorbance 405 nm; D23A/D198A/D206A triple mutant, cannot self-cleave; scale: DMSO 0, 5 µM enzyme 100; activation, % at 8.5 µM; 330,000 tested, 0.093% active;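 active = percent activation above the screen-wide mean plus 3 SD, cut at about 25% in these data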
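Detection: p-Nitroaniline absorbance at 405 nm, read at 0 and 120 min; system: Uncleavable procaspase-7 mutant enzyme; evaluation: % activation from two-timepoint absorbance difference, scaled to controls; times: 1 h enzyme–compound preincubation and 2 h substrate reaction, both 25 °C; buffer or medium: Zinc-free HEPES pH 7.4 with 300 mM NaCl, 0.01% Triton X-100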
LAP4-GFP MLPCN: modulators of LAP4-GFP expression in yeast, primary screen, S. cerevisiae, multiplex flow cytometry, MLPCN library; 3 h; median GFP as percent of DMSO wells; GFP response vs DMSO, % at 10 µM; 320,000 tested, 0.34% active;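 active = GFP response vs DMSO above a set limit, about the screen mean plus 3 SD, cut at about 150% in these data; inconclusive = under 70 cell events counted for the yeast strain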
proCasp3 act: activators of human procaspase-3 D3A mutant, primary screen, biochemical, absorbance, PC-3 D3A mutant, single concentration | activation, % at 8.5 µM | Caspase-3 (Homo sapiens), P42574 | recombinant procaspase-3 D3A, Ac-DEVD-pNA absorbance 405 nm | 330,000 tested, 0.11% active;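 active = activation above the mean of all tested compounds plus 3 SD, cut at about 21% in these data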;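 also: 0% = DMSO alone and 100% = DMSO wells spiked with extra 5 µM PC-3 D3A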
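Assay system: Procaspase-3 D3A mutant, all three cleavage aspartates alanine. Buffer or medium: Zinc-free HEPES saline buffer with Triton X-100. Times: 1 h compound preincubation, 2 h substrate hydrolysis at 25 °C. Measured by: 405 nm absorbance of p-nitroaniline, reads at 0 and 120 min. Read-out basis: percent activation relative to control range. Replicates: singlicate.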
The depositor's hits bear a star; ? = inconclusive; nt = no result given; & = joins results of further samples. Some of the compounds tested; count on the stated rates, not on these rows.

SMILES | EBNA-1 inhibitor | RPL19A TOR yeast | ZTA DNA inh | AHR act | MEP2 TOR yeast | procasp7 counter | LAP4-GFP MLPCN | proCasp3 act
COc1ccc(NC(c2ccccc2F)P(=O)(Oc2ccccc2)Oc2ccccc2)cc1 (configuration not stated) | 0 | 105 | -8 | 3 | 96 | -6 | 85 | 2
Cc1cc(Cl)ccc1OCC(=O)N1CCN(C)CC1 | -2 | 98 | 13 | 2 | 104 | 11 | 100 | 15
O=C1N[C@H](Cc2ccccc2)C(=O)N2[C@@H]3[C@H](C[C@@H]12)c1ccccc1N3OOSc1ccccc1 | 2 | 96 | -4 | 0 | 91 | 0 | 103 | 1
CCNc1nc(Cl)nc(NC(C)C)n1 | 0 | 103 | 2 | -3 | 108 | 14 | 95 | 4
CCC(=NCc1cccnc1)c1c(O)n(-c2ccc(Cl)cc2)c(=O)[nH]c1=O | -6 | 103 | -4 | 3 | 99 | -6 | 113 | -6
COC(=O)c1ccc(CN2CCSC2=N)cc1 | -1 | 97 | -4 | 1 | 100 | 4 | 109 | -1
c1ccc(CNc2c3c(nc4ccccc24)CCC3)cc1 | -1 | 102 | 10 | 14 | 96 | -4 | 117 | -11
Cc1c(N=Nc2c(O)n(Cc3ccccc3)c(=O)[nH]c2=O)c(=O)n(-c2ccccc2)n1C | 0 | 96 | 8 | -1 | 102 | -4 | 100 | -4
O=C(N/N=C/c1c(O)n(Cc2ccco2)c(=O)[nH]c1=O)c1ccccc1O | 1 | 98 | -1 | 16 | 98 | -3 | 104 | -2
Cc1[nH]c2ccc(OCc3ccccc3)cc2c1CCN | -11 | 104 | -5 | 7 | 104 | 3 | 86 | -3
Cc1onc(-c2ccccc2)c1C(=O)N1CCC2(CC1)OCCO2 | 8 | 101 | 6 | -2 | 104 | 9 | 107 | 18
O=c1[nH]c(O)c(N=Nc2cccc(S(=O)(=O)N3CCOCC3)c2)c(=O)[nH]1 | 6 | 106 | 14 | 1 | 102 | 4 | 90 | 0
COC1=C[C@@H]2C3=C([C@@H]2C1=O)[C@@H](NC(C)=O)CCc1cc(OC)c(OC)c(OC)c13 | -1 | ? | 6 | 0 | ? | -8 | ? | 6
CC(C)(C)OC(=O)c1c(N)n(Cc2ccco2)c2nc3ccccc3nc12 | -3 | 97 | 4 | 40 | 109 | -9 | 105 | -6
CC(Cc1ccccc1)[n+]1cc(/N=C(\[O-])Nc2ccccc2)on1 (configuration not stated) | 12 | 95 | -11 | 15 | 107 | 1 | 88 | -7
CN1C(=O)/C(=C/C=C/c2ccco2)C(=O)NC1=S | 1 | 90 | 34* | 6 | 96 | -21 | 80 | -17
O=C(Nc1ccccc1)Oc1ccccc1 | -11 | 98 | -4 | 4 | 105 | 3 | 106 | -3
CC12CCC3C(CC=C4CC(O)CCC43C)C1C/C(=C\c1ccccc1F)C2=O (configuration not stated) | 0 | 104 | 2 | 0 | 106 | -3 | 104 | -1
Cc1ccc(C(=O)n2cc(CCN3CCS(=O)(=O)CC3)c3ccccc32)cc1 | 5 | 101 | -4 | 2 | 104 | 8 | 102 | -5
COc1ccc(OC)c2c1CCC1NCCOC21 (configuration not stated) | -11 | 103 | -17 | 6 | 101 | 3 | 99 | -17
Cc1ccc(CN2CCCC(C(=O)c3sccc3C)C2)o1 (configuration not stated) | 5 | 100 | 12 | 1 | 102 | 8 | 104 | 6
CCN(CC)CCN=Cc1c(O)n(CCc2ccccc2)c(=O)[nH]c1=O | 8 | 101 | -13 | 2 | 105 | 3 | 103 | 7
CN1CC(C(=O)c2ccc(F)cc2)C(c2c(F)cccc2Cl)C1 (configuration not stated) | -5 | 94 | -10 | 0 | 87 | 8 | 108 | 4
CC(C)(C)c1ccc(C(=O)C2CCCN(Cc3ccon3)C2)cc1 (configuration not stated) | -2 | 102 | -11 | 17 | 108 | -7 | 100 | 4
Cc1nn(C)cc1/C=C1/CC2C3CC=C4CC(O)CCC4(C)C3CCC2(C)C1=O (configuration not stated) | -5 | 93 | -19 | -1 | 90 | -1 | 116 | 5

More structures
SMILES | EBNA-1 inhibitor | RPL19A TOR yeast | ZTA DNA inh | AHR act | MEP2 TOR yeast | procasp7 counter | LAP4-GFP MLPCN | proCasp3 act
Cc1ccc(CNCCc2ccc(F)cc2)s1 | -7 | 104 | 1 | 2 | 112 | 10 | 90 | 1
COC(=O)C1=C(c2ccc(F)cc2F)C[C@@H]2CC[C@H]1N2C(=O)NCc1ccco1 | nt | 93 | -5 | -1 | 94 | -8 | 101 | -3
c1cnc(N2CCNCC2)nc1 | 5 | 102 | -3 | 1 | 97 | -2 | 95 | -2
O=C1NC(=O)C(=Cc2ccc(Sc3ccccc3)o2)C(=O)N1 | 5 | 85 | 5 | -1 | 85 | -6 | 164* | -7
C=CCn1c(O)c(C(CC)=NCc2ccc3c(c2)OCO3)c(=O)[nH]c1=O | -8 | 94 | 0 | 16 | 88 | 10 | 93 | -2
O=c1c2ccccc2[nH]c(=S)n1-c1ccc2c(c1)OCO2 | 6 | 104 | 5 | 3 | 102 | -19 | 104 | -1
O=C(OCC(=O)c1ccc([N+](=O)[O-])cc1)/C(=C/c1ccc(Cl)cc1)NC(=O)c1ccccc1 | 10 | 105 | -9 | -1 | 104 | -26 | 94 | -22
CCNC(=S)N1CCn2cccc2C1c1cccnc1 (configuration not stated) | -2 | 101 | -3 | 0 | 104 | 0 | 91 | 0
O=[N+]([O-])c1ccccc1CNCCc1c[nH]c2ccccc12 | 3 | 99 | -1 | 9 | 107 | -12 | 94 | 0
N#Cc1c(/N=C/c2c(O)n(Cc3ccco3)c(=O)[nH]c2=O)sc2c1CCCC2 | -1 | 98 | 7 | 2 | 100 | -25 | 91 | -6
FC(F)(F)c1ccc(CN2CCNCC2)cc1 | 9 | 103 | 1 | 1 | 104 | -7 | 104 | 5
COc1ccc(C(=O)OC2C[C@H]3CC[C@@H](C2)N3O)cc1OC (some centres not stated) | -5 | 100 | 8 | 4 | 94 | 7 | 98 | 4
O=C(Nc1ccccc1Cl)OC1CN2CCC1CC2 (configuration not stated) | 1 | 91 | -4 | -1 | 96 | 6 | 96 | 1
Oc1ccc2c3c1OC1[C@H](O)CC[C@@]4(O)[C@@H](C2)N(CC2CC2)CC[C@]314 (some centres not stated) | nt | 90&101 | nt | -1&-1 | 99&104 | -1&0 | 117&110 | 7&2
COc1ccccc1-n1c(O)c(C=Nc2c(C)n(C)n(-c3ccccc3)c2=O)c(=O)[nH]c1=O | -5 | 99 | -19 | 2 | 100 | -5 | 101 | 1
CN(C)C(=O)Oc1ccc(-c2cn3cc(C(F)(F)F)ccc3n2)cc1 | 1 | 97 | -1 | -5 | 102 | 1 | 95 | 4
CN1CC2=CC(O)CC3Oc4c(O)ccc(c4[C@]23C)C1 (some centres not stated) | -11 | 95 | -9 | 0 | 107 | 10 | 99 | 15
CNC(=O)c1cccn(Cc2cccc(C(F)(F)F)c2)c1=O | 11 | 79 | -10 | 0 | 83 | -2 | 91 | 8
COC(=O)C1=C(c2ccc(C(C)=O)cc2)C[C@@H]2CC[C@H]1N2C | nt | 92 | 5 | 0 | 93 | 0 | 100 | -2
CCC(C(=O)N1CCC2(CC1)OCCO2)c1ccccc1 (configuration not stated) | 1 | nt | -4 | 0 | 105 | -4 | 109 | 5
Cn1c(O)c(/C=N/N2CCOCC2)c(=O)[nH]c1=S | -8 | 97 | -1 | -2 | 103 | -3 | 111 | -1
COC(=O)C1=C(c2ccc(OC)c(OC)c2)C[C@@H]2CC[C@H]1N2C(=O)NC1CCCCC1 | nt | 95 | -32 | -2 | 95 | 3 | 90 | 1
C[N+]1(CC(COCc2ccccc2)OC(=O)Cc2ccccc2)CCOCC1 (configuration not stated) | 11 | 106 | 14 | 2 | 107 | -5 | 100 | -5
O=C/C=C/c1ccccc1 | nt | 104 | nt | 0 | 104 | 8 | 95 | 5
CCCC12CN3CCN(CC(C3)/C1=N\NC(=O)c1ccncc1)C2 | -11 | 96 | -2 | 6 | 103 | 3 | 100 | -5

Exported with values under each structure: entries from further up
The line under a structure holds: EBNA-1 inhibitor	RPL19A TOR yeast	ZTA DNA inh	AHR act	MEP2 TOR yeast	procasp7 counter	LAP4-GFP MLPCN	proCasp3 act
> O=C(OCC(=O)c1ccc([N+](=O)[O-])cc1)/C(=C/c1ccc(Cl)cc1)NC(=O)c1ccccc1
 : 10	105	-9	-1	104	-26	94	-22
> CCNC(=S)N1CCn2cccc2C1c1cccnc1 (configuration not stated)
 : -2	101	-3	0	104	0	91	0
> O=[N+]([O-])c1ccccc1CNCCc1c[nH]c2ccccc12
 : 3	99	-1	9	107	-12	94	0

Next records
SMILES | EBNA-1 inhibitor | RPL19A TOR yeast | ZTA DNA inh | AHR act | MEP2 TOR yeast | procasp7 counter | LAP4-GFP MLPCN | proCasp3 act
Cc1cc(C)c(C2=NOC(O)(C(F)(F)F)C2)c(=O)[nH]1 (configuration not stated) | 7 | 102 | 12 | -3 | 96 | 5 | 106 | 3
Cc1cccc(N2CCc3c2nc2ccccc2c3N)c1 | 6&1 | 102 | 5&3 | 83* | 112&99 | -33&0 | 103&103 | -11&6
Cc1cccn2c(=O)c3c(nc12)N1CCCCCC1C1(C3)C(=O)N(C)C(=O)N(C)C1=O (configuration not stated) | -10 | 108 | 11 | -1 | 111 | 3 | 113 | 0
COc1ccc(CC2C(=O)NC(=O)NC2=O)c(OC)c1 | 5 | 103 | 1 | 2 | 115 | -2 | 107 | -7
CCOC(=O)CCCCCNC(=O)c1c(O)[nH]c(=O)[nH]c1=O | 8 | 103 | 2 | -3 | 88 | 4 | 101 | -4
O=C1NC(=O)C(CCc2ccncc2)(c2ccccc2)C(=O)N1 | -3 | 94 | 8 | 2 | 92 | -5 | 90 | 0
CCc1nccc2c1[nH]c1ccccc12 | -11 | 98 | 0 | 0 | 111 | -6 | 104 | -1
CC(=NC1CCN(Cc2ccccc2)CC1)c1c(O)n(C)c(=O)n(C)c1=O | -5 | 97 | -1 | 1 | 99 | -1 | 97 | 2
O=C(Nc1ccc(Cl)c(Cl)c1)c1ccco1 | -5 | 103 | -11 | 13 | 102 | -4 | 78 | -2
FC(F)(F)c1ccc(NC2=NCCCS2)cc1 | -1 | 104 | -8 | -2 | 110 | -3 | 101 | 9
O=C(CNC(=O)c1cccc(Cl)c1)Nc1ccc(Br)cc1C(=O)c1ccccc1 | 1 | 106 | 0 | 3 | 107 | 8 | 93 | 2
O=C(Cc1ccccc1)N1CCN(Cc2ccc([N+](=O)[O-])cc2)CC1 | -7 | 106 | -21 | -1 | 102 | -3 | 91 | 7
COC(=O)C1=C(c2ccc(F)cc2F)C[C@@H]2CC[C@H]1N2C(=O)NCCCOC(C)C | nt | 96 | 2 | -1 | 96 | 10 | 102 | 7
CN(Cc1ccccc1)C(=O)CN1CCCC1=O | 3 | 95 | -8 | 0 | 92 | 6 | 101 | 3

Profiles from above. Order of values: EBNA-1 inhibitor	RPL19A TOR yeast	ZTA DNA inh	AHR act	MEP2 TOR yeast	procasp7 counter	LAP4-GFP MLPCN	proCasp3 act
Cc1cccc(N2CCc3c2nc2ccccc2c3N)c1 as listed: 6&1	102	5&3	83*	112&99	-33&0	103&103	-11&6
CC(=NC1CCN(Cc2ccccc2)CC1)c1c(O)n(C)c(=O)n(C)c1=O as listed: -5	97	-1	1	99	-1	97	2
CCOC(=O)CCCCCNC(=O)c1c(O)[nH]c(=O)[nH]c1=O as listed: 8	103	2	-3	88	4	101	-4
